Screening results from PubChem BioAssay.
TRPV1 agonist = activates the human vanilloid receptor TRPV1. TRPV1-expressing cells, Fluo-8 calcium influx, agonist mode. 0.19% of 320,000 active. activation, % at 8.33 µM. AID 540275. Q8NER1; in the data active means activation above about 80%; inconclusive means between about 30% and that limit; further: 0% is about no effect
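Cells expressing TRPV1 were dye-loaded with Fluo-8 and read kinetically: 10 s baseline, 3 min after compound (agonist portion), then 2 min after EC20 capsaicin (allosteric enhancer portion). Calcium-bound dye fluorescence at 480/520 nm.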
GALK inhibitor = blocks human galactokinase activity | P51570 | Purified GALK, Kinase-Glo residual ATP luminescence | Potency, µM (series often up to 57.5 µM), for the others: at the highest dose activity change, negative = inhibition, actives largely listed as inhibitors | 0.007% of 270,000 active | AID 1868; further: potency means the concentration at half of the fitted maximal effect; on the % scale 0 is the no-effect control and ±100 the full control effect
Target sequence (P51570 whole entry, looked up): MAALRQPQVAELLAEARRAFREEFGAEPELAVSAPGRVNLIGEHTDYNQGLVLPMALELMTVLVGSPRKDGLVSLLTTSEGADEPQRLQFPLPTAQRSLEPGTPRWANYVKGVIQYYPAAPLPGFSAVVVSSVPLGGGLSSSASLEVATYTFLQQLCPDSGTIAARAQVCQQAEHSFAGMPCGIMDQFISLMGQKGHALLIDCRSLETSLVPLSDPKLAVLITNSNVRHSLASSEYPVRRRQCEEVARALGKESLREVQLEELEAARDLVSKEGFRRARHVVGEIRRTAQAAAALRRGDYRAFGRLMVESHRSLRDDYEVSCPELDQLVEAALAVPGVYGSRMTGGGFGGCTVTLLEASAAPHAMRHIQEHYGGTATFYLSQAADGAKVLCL
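Human GALK (5 nM) with 35 uM ATP and 100 uM galactose in 20 mM HEPES pH 8.0, 5 mM MgCl2, 60 mM NaCl, 1 mM DTT, 0.01% BSA. After 1 h at room temperature, leftover ATP was read by Kinase-Glo Plus luminescence.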
a7 integrin act = integrin-mediated muscular dystrophy alleviation activation. alpha7betagal myoblasts, beta-gal FDG fluorescence, 48 h. Potency, µM (titrated, usually from 38.3 µM), inactives show at the highest dose activation, hits mostly activators. 0.064% of 350,000 active;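 further: potency means the concentration at half of the fitted maximal effect; 100% = response of the positive control SU9516; nearly all actives have a fitted effect of over 60% in size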
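Alpha7betagal+/- myoblasts (passage 13) were plated 16-24 hr, then exposed to compounds (1:260 dilution of DMSO stock) for 48 hours at 37C. After MPER lysis, β-galactosidase reporter activity was read as FDG fluorescence (ex 480/em 540) after 30 minutes.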
FBPA coupling cs = coupling enzyme interference in Giardia aldolase counter-screen; activity change, negative = inhibition, % at 58.2 µM, hits read low; AID 2472; 0.67% of 290,000 active; coupling enzyme system counterscreen, AmpLite Red fluorescence; in the data active means activity change below about -30%; further: on the % scale 0 is the no-effect control and ±100 the full control effect
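Activity here indicates interference with the coupling reaction, not aldolase inhibition. Compounds at 57.5 uM final met coupling enzymes for 10 min at RT; substrate and AmpLite Red detection followed, with a 525/598 nm fluorescence read after 20 min.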
MBNL1 CUG block = inhibitors of human MBNL1 binding to CUG repeat RNA; TR-FRET MBNL1-His/biotin-(CUG)12 binding, 665/545 ratio; Potency, µM (series often up to 57.5 µM), without a hit: at the highest dose activity change, negative = inhibition, usual class: inhibitors; 0.036% of 280,000 active; AID 2675; active means well fitted inhibition curve with a large enough effect in the signal ratio, with a control signal flat, not every such curve was filed as active; inconclusive means small, poorly fitted or top-dose-only effect, or effect the other way, or a change in a side signal; inactive means no such curve, though single readings can be large or run the other way; the % refers to the signal ratio; further: potency means the concentration at half of the fitted maximal effect; on the % scale 0 is the no-effect control and ±100 the full control effect
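His-tagged MBNL1 binding to biotinylated (CUG)12 RNA was measured by TR-FRET using terbium anti-His antibody (0.055 ng/ul final) and streptavidin-XL665 (5 nM final). Compounds were titrated 92 nM to 58 uM; 60 min at room temperature.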
ASM inhibitor = blocks human secretory acid sphingomyelinase; P17405; AID 504937; placental ASM, HMU-PC fluorogenic substrate, 60 min; 0.006% of 340,000 active; Potency, µM (highest dose often 57.5 µM), for the others: top-dose activity change, negative = inhibition, usual class: inhibitors; further: potency means the concentration at half of the fitted maximal effect
Target sequence (P17405 47-631 limits assumed): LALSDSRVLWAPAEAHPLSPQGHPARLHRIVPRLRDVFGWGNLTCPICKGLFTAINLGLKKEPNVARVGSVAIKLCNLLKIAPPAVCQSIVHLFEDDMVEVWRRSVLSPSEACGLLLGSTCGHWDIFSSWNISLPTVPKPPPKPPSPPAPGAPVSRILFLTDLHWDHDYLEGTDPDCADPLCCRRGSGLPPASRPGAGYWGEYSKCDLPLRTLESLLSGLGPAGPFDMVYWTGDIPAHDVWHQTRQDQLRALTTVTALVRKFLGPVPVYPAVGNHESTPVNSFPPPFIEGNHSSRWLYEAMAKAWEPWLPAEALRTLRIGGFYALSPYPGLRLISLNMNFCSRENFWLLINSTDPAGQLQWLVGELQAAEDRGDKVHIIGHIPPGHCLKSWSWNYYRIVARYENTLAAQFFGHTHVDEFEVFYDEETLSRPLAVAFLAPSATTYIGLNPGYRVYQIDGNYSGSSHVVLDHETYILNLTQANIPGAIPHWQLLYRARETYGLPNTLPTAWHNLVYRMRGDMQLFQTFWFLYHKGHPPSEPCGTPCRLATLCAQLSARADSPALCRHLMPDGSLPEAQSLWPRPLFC
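Human placenta-derived ASM enzyme was preincubated with compound for 10 minutes at room temperature, then given fluorogenic substrate HMU-PC0 (9 uM final) for 60 minutes at 37 °C; a pH 10 stop preceded fluorescence reading at Ex 386/Em 447 nm.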
hERG WT inh = KCNH2 (human, wildtype) channel inhibition | Q12809 | U2OS, BacMam KCNH2, thallium flux FluxOr; hits give low values | activity change, % at 1.84 µM | 0.37% of 340,000 active | AID 720551;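 active means maximum activity change below -70%; inconclusive means maximum activity change between -70% and -50%; inactive means maximum activity change above -50%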; further: on the % scale 0 is the no-effect control and ±100 the full control effect
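U2OS cells were transduced with wild-type KCNH2 virus (2.03 x 10^8 / mL) for 4 h at room temperature, then cultured overnight at 37 C. Thallium flux was read with FluxOr dye. Rate constants were normalized to DMSO controls.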
AT treatment = potential ataxia-telangiectasia treatments restoring KAP-1 phosphorylation; Potency, µM (highest dose often 57.5 µM), inactives show top-dose activation, hits mostly activators; […] A-T fibroblasts, KAP-1 phosphorylation AlphaLISA; neocarzinostatin DNA damage 30 min before lysis; 0.19% of 320,000 active; further: potency means the concentration at half of the fitted maximal effect; % of control where 0% means no effect; nearly all actives have a fitted effect of over 45% in size
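hTERT-immortalized A-T patient fibroblasts ([…]), 500 cells/well in OPTI-MEM, 1% FBS, got compounds for 60 min, then NCS for 30 min at 37C. Lysates were then assayed for phospho-KAP-1 by AlphaLISA (anti-pKAP1 donor, anti-KAP1 acceptor beads), 6 hr at 25C.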
KCNH2 3.1 block = blocks the human KCNH2 3.1 channel isoform | 0.95% of 340,000 active | U2OS KCNH2 3.1, thallium flux FluxOr; hits give low values | activity change, % (tested at about 1.8 µM) | AID 720553;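 active means maximum activity change below -70%; inconclusive means maximum activity change from -70% to -50%; inactive means maximum activity change above -50%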;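 further: thallium influx rate constant from kinetic fluorescence after stimulation buffer; on the % scale 0 is the no-effect control and ±100 the full control effect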
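Channel expression came from 3.1 mutant virus (1.77 x 10^8 /mL) applied to suspended U2OS cells for 4 h. Flux was tracked with FluxOr dye plus Red40 quencher, and kinetic rate constants normalized to controls.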
CXXC DNA block = MLL CXXC-DNA interaction inhibition | Q03164 | MLL-CXXC / FITC-HOXA9 DNA fluorescence polarization | Potency, µM (titrated, usually from 115 µM), without a hit: at the highest dose activity change, negative = inhibition, most hits filed as inhibitors | 0.037% of 290,000 active; active means well fitted inhibition curve with a large enough effect in the polarisation, with a control signal flat, not every such curve was filed as active; inconclusive means small, poorly fitted or top-dose-only effect, or effect the other way, or a change in a side signal; inactive means no such curve, though single readings can be large or run the other way; the % refers to the polarisation; further: potency means the concentration at half of the fitted maximal effect
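Fluorescence polarization: 7 uM MLL-CXXC (stock) preincubated 5 min with compounds, then 50 nM fluorescein-HOX-A9 DNA (stock) added; 30 min ambient. Buffer 50 mM Tris-HCl pH 7.5, 50 mM NaCl, 1 mM DTT, 0.05% BSA.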
Active calls of the source: *; ? = inconclusive; / = not tested or not shown; & = joins results of further samples; [ ] = another dose, or the depositor's remark. Unless noted, the call rests on the fitted dose curve; in most records, active means well fitted curve in the direction sought with a large enough effect; inconclusive means small, poorly fitted or top-dose-only effect, or another doubt; inactive means no such curve, though single readings can be large; an effect the other way counts as inactive or inconclusive.

SMILES	TRPV1 agonist	GALK inhibitor	a7 integrin act	FBPA coupling cs	MBNL1 CUG block	ASM inhibitor	hERG WT inh	AT treatment	KCNH2 3.1 block	CXXC DNA block
CCCNC(=O)c1ccc(N2CCC3(CC2)CC(c2ccccc2)=NO3)c(NC(=O)c2cccc(OC)c2)c1	2	/	7%	-3	22%	-10%	-92*	2%	-97*	24%
CC(C)Oc1ccc(C2CNC(=O)C2)cc1 (configuration not stated)	2	1%	-7%	2	-5%	0%	-5	5%	-6	4%
CCNc1nc(NCC)nc(N/N=C/c2ccc(O)c(O)c2)n1	-3	-1%	-37%	-4	5%	29%	-18	-12%	-9	-6%
COc1cc(/C=N/NC(=O)c2nnn(-c3nonc3N)c2-c2cccs2)ccc1O	9	-8%	-18%	/	?	-17%	-13	12%	-16	6%
COc1ccc(-n2cnnc2SCc2cnc(-c3ccccc3)s2)cc1	3	2%	-10%	-1	6%	-2%	-10	-2%	-23	1%
CCOc1ccccc1NC(=O)C(=O)NCCC1=CCCCC1	24	0%	-12%	1	-3%	-2%	-1	6%	-11	-18%
COC(=O)c1ccc(NS(=O)(=O)c2cc(C)ccc2OC)cc1	2	1%	-7%	-1	12%	-2%	-9	-7%	-13	7%
COc1ccc(S(=O)(=O)N2CCOCC2)cc1NC(=O)CSc1nc(C)c(C)c(C)n1	/	/	3%	/	/	-2%	-2	11%	-3	/
CN(CC(=O)Nc1cccc(F)c1)CC(=O)N(C)c1c(N)n(Cc2ccccc2)c(=O)[nH]c1=O	/	/	3%	/	/	0%	-10	3%	-16	/
Cc1ccc(C)c(N2N=C(C(=O)OCc3nnc(-c4cccs4)o3)CCC2=O)c1	0	/	8%	/	/	-1%	7	11%	-3	/
COCCOc1ccc(C(F)(F)F)cc1N	2	-3%	-10%	1	1%	-3%	-3	-2%	8	-10%
O=C(CCSc1ccc(Cl)cc1)NC1CCCCC1	-4	-1%	-10%	-3	-5%	2%	-13	13%	-11	0%
COc1cccc(-c2nn(-c3ccccc3)cc2C(=O)Nc2nccs2)c1	-3	0%	14%	-1	0%	-12%	-7	0%	-14	16%
CCOc1ccccc1/C=C(\C#N)C(=O)Nc1cccc(C(=O)O)c1	2	-7%	1%	8	-4%	4%	3	-8%	9	-30%
COCCN1Cc2cccc(C(=O)Nc3cccc(-c4nc5ccccc5[nH]4)c3)c2C1=O	23	4%	?	-5	17%	-24%	26	5%	-73*	-6%
O=C(Nc1ccc(Cl)cc1)[C@@H]1[C@@H]2C(=O)N(c3cccc(F)c3)C(=O)[C@@H]2[C@H]2C=CC=NN21	2	-4%	-2%	-3	/	4%	12	5%	1	-3%
COCN(C#N)c1nc(OC)nc(OC)n1	2	7%	-17%	-24	2%	0%	-5	-5%	-20	7%
Cc1nonc1NC(=O)CSc1nc2ccccc2o1	0	-1%	-1%	-1	0%	0%	-5	6%	-20	15%
CC(Sc1nnc(CN2CCCC2)n1Cc1ccccc1)C(=O)Nc1ccc(F)cc1Cl (configuration not stated)	/	/	-5%	/	/	0%	5	/	-4	/
CCOC(=O)CN1C(=O)N[C@@H](c2cccc(F)c2)C(C(=O)OC)=C1C	/	/	-3%	5	/	-4%	0	/	6	/
O=C(c1ccco1)N1CCN(S(=O)(=O)c2cccc(Cl)c2)CC1	-2	-4%	-6%	4	1%	0%	-15	-3%	-7	3%
CCCN(CCC)CC(O)CN(c1cc([N+](=O)[O-])ccc1OC)S(=O)(=O)c1ccccc1 (configuration not stated)	3	-1%	-36%	3	18%	-1%	-5	2%	1	11%
Cc1cccc(C(=O)NNC(=O)C2CCCO2)c1 (configuration not stated)	/	0%	-1%	1	-6%	3%	8	-1%	-10	0%
COc1ccc(C(=O)Nc2ccc(CN3CCOCC3)cc2)cc1Br	22	-1%	-15%	0	3%	-3%	12	-10%	-1	38%[activator]
NC(=O)C1CCN(c2c([N+](=O)[O-])cc(C(F)(F)F)cc2[N+](=O)[O-])CC1	13	5%	-12%	3	?	-5%	1	-2%	-26	-9%
CCc1nc2nc(C)cc(Nc3cccc(C(F)(F)F)c3)n2n1	2	1%	-7%	-1	-2%	0%	-5	4%	3	4%
c1ccc(-n2c(Sc3cnccn3)nnc2-c2cccs2)cc1	-18	0%	16%	5	1%	-1%	9	5%	2	-7%
CC(C)(C)C(=O)Nc1sc2c(c1C#N)CCN(Cc1ccccc1)C2	15	/	5%	-4	8%	154%[activator]	-1	8%	-19	/
O=C(CSc1nnnn1-c1ccc(F)cc1F)Nc1ccccc1F	5	0%	14%	-2	5%	-2%	3	6%	12	-4%
CCOC(=O)c1ccc(NC(=O)CCc2nnc3ccc(N4CCN(C)CC4)nn23)cc1	0	3%	-13%	1	-8%	0%	3	4%	3	-7%
COc1ccc(-c2nc3c(=O)n(C)c(=O)[nH]c3n2CCc2ccccc2)cc1	0	8%	22%	7	-5%	0%	2	11%	1	12%
COC(c1ccccc1)c1nnc(CCC(=O)NC2C3CC4CC(C3)CC2C4)o1 (configuration not stated)	1	5%	-15%	4	12%	5%	-13	-5%	12	4%
COc1ccccc1NC(=O)Cn1nnc(-c2ccccc2NC(=O)c2cccs2)n1	4	1%	2%	1	-12%	-3%	-3	6%	/	2%
CCCCn1c(N)c(N(Cc2ccccc2OC)C(=O)C(C)Oc2ccc(Cl)cc2)c(=O)[nH]c1=O (configuration not stated)	-3	-5%	0%	/	-8%	4%	6	15%	/	-1%
Cc1ccc(S(=O)(=O)NCCN2CCN(S(=O)(=O)c3ccccc3Cl)CC2)cc1	-1	/	23%	/	/	1%	-15	-2%	-5	/
COc1ccc(-c2nn(C)c(=O)c3ccccc23)cc1CNS(C)(=O)=O	0	0%	18%	-8	9%	-1%	31	1%	-1	1%
CCOc1ccc(S(=O)(=O)Nc2ccn(C)n2)cc1	1	/	9%	/	/	-2%	-22	-3%	6	/
CCCCN(C(=O)CC1CCCC1)c1c(N)n(CC(C)C)c(=O)[nH]c1=O	-4	/	22%	/	/	4%	-6	22%	15	/
O=C(NN(c1ccccc1)c1ccccc1)c1ccccc1F	10	8%	5%	0	-1%	13%	10	4%	6	-3%
Cc1ccc(C(C)C)cc1S(=O)(=O)NCc1cccnc1	-5	0%	27%	-4	-5%	6%	-16	4%	-7	-10%
N#CN=C(N)c1ccccc1	-1&0	-3%&0%	-14%	-1&-1	-2%&-4%	-2%	0	6%&-3%	-8	2%&1%
O=C(NC1(C(=O)NC2CCCCC2)CCCCC1)c1ccccn1	4	-2%	21%	1	-3%	4%	2	4%	-2	-1%
NC(=O)CSC1=Nc2ccccc2C2=NC(CC(=O)NCc3cccs3)C(=O)N12 (configuration not stated)	-1	0%	11%	2	6%	35%[activator]	9	-2%	4	2%
Cc1cccc(NC(=S)NCc2ccco2)c1C	-3	1%	-7%	0	6%	0%	8	6%	3	-1%
COc1ccc(C(=O)Cn2cc([N+](=O)[O-])nc2C)cc1	15	-4%	?	0	14%	5%	16	-2%	-5	4%
Cc1cccc(N2CCN(S(=O)(=O)c3c(C)nc4scc(C)n4c3=O)CC2C)c1 (configuration not stated)	?	5%	0%	-1	-8%	22%	-4	-1%	2	1%
O=C(Cn1c(=O)sc2ccccc21)OC(CCl)CCl	0	-2%	4%	-4	-14%	-1%	0	5%	6	-3%
FC(F)(F)c1ccc(-c2cccc3c2C2CC3CCN2)cc1 (configuration not stated)	/	/	-3%	/	/	6%	-4	/	10	/
CCN1C(=O)/C(=C/c2ccc(C)o2)N(C)C1=S	1	0%	6%	-11	25%	-14%	3	14%	23	10%
CNC(=O)COc1coc(CN2CCN(C(=O)c3ccco3)CC2)cc1=O	3	/	2%	/	/	-1%	-21	14%	7	/

More entries:
SMILES	TRPV1 agonist	GALK inhibitor	a7 integrin act	FBPA coupling cs	MBNL1 CUG block	ASM inhibitor	hERG WT inh	AT treatment	KCNH2 3.1 block	CXXC DNA block
COc1ccc(-c2oc(=O)c3cc(OC)c(OC)cc3c2/C=C/c2ccc(OC(C)=O)cc2)cc1	/	/	7%	/	/	234%	-21	1%	-20	/
Cc1nccn1CC(=O)N/N=C/c1cccs1	-1	5%	12%	4	14%	1%	3	-42%	9	-24%
O=C(N/N=C1/CCc2ccccc21)C1CC1	-1	7%	21%	-1	-2%	5%	0	5%	-13	-5%
Cc1cc(C)n(-c2ccc(NC(=O)C3CCCCN3C(=O)c3sccc3C)cc2)n1 (configuration not stated)	-7	-7%	0%	/	-2%	0%	-6	12%	/	47%[activator]

Rows were taken by chance; overall some 2% were active at least once.
